From PubChem
PAFAH1B2 FP inh – inhibitors of human PAFAH1B2. actives 1.2% (n = 340,000). P68402. recombinant PAFAH1B2, FP-rhodamine activity probe, fluorescence polarization. inhibition, % at 3.39 µM. AID 492953;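 active = inhibition above the mean of all tested compounds plus 3 SD, cut at about 24% in these data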;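 also: 0% = enzyme with DMSO and 100% = wells lacking PAFAH1B2; many of its hits are not listed in these tables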
PAD4 FP inh – blocks human protein arginine deiminase 4. Q9UM07. recombinant PAD4, RCA probe fluorescence polarization. inhibition, % at 6.36 µM. actives 0.41% (n = 330,000). AID 485272;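 active = percent inhibition above a cutoff equal to the mean of all tested compounds plus 3 SD, cut at about 15% in these data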;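 also: 0% = PAD4 with RCA probe and DMSO and 100% = probe without PAD4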
LYPLA1 counter – LYPLA1 (human) inhibition in PME1 counter-screen; inhibition, % at 5.9 µM; O75608; actives 0.16% (n = 320,000); recombinant LYPLA1, FP-Rh probe fluorescence polarization;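 active = inhibition above the mean of all tested compounds plus 3 SD, set per campaign, cut at about 14% in these data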;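 also: inhibitors block serine hydrolase probe labeling of LYPLA1 so polarization falls; 0% = enzyme with DMSO and 100% = wells lacking LYPLA1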
Target sequence (O75608 whole entry, looked up): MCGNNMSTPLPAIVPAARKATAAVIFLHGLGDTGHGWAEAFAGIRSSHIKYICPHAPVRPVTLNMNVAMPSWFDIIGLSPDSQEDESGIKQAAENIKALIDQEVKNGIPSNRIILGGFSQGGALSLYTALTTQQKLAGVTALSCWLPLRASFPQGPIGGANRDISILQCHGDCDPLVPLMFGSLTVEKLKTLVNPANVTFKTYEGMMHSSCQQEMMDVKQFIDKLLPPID
PAFAH2 FP inh – inhibitors of human PAFAH2; Q99487; inhibition, % at 3.39 µM; actives 0.99% (n = 340,000); recombinant PAFAH2, FP-rhodamine activity probe, fluorescence polarization;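 active = inhibition above the mean over all tested compounds plus 3 SD, cut at about 30% in these data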;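 also: inhibitors block probe labeling of enzyme so polarization drops; 0% = enzyme with DMSO and 100% = wells lacking PAFAH2 protein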
GSTO1 counter – GSTO1 inhibition, counter-screen for RBBP9 inhibitors | P78417 | recombinant GSTO1, activity-based probe fluorescence polarization | inhibition, % at 5.96 µM | actives 1.1% (n = 300,000) | AID 1974;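 active = inhibition above the campaign mean inhibition plus 3 SD, cut at about 35% in these data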;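 also: 0% = GSTO1-1 with DMSO and 100% = wells lacking GSTO1-1 enzyme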
pPAFAH inh – pPAFAH (human) enzyme inhibition. Q13093. recombinant pPAFAH, FP-rhodamine probe fluorescence polarization. inhibition, % at 3.39 µM. actives 1.5% (n = 330,000);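 active = inhibition above the mean inhibition across the screen plus 3 SD, cut at about 25% in these data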;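 also: inhibitors block binding of the rhodamine activity-based probe so polarization drops; 0% = enzyme with DMSO and 100% = wells lacking pPAFAH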
Target sequence (Q13093 whole entry, looked up): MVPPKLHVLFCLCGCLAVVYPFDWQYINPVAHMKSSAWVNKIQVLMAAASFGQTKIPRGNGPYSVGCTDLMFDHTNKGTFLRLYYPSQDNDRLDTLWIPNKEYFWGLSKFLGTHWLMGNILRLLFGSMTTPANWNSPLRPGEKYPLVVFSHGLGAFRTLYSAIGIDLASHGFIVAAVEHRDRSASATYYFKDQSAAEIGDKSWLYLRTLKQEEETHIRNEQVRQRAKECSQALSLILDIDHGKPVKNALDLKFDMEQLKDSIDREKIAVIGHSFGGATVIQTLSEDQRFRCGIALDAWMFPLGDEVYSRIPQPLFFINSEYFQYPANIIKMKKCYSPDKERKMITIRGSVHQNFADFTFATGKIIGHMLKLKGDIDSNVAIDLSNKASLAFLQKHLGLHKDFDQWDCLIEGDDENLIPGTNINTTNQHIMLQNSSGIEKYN
Fam108B inh – blocks mouse Fam108B hydrolase in RBBP9 counter-screen; inhibition, % at 9.51 µM; actives 0.33% (n = 300,000); recombinant Fam108B, FP-Rh probe fluorescence polarization;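 active = inhibition above the screen mean inhibition plus 3 SD, computed separately per campaign, cut at about 18% in these data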;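 also: inhibitors lower polarization as less probe binds the enzyme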
PAFAH1B3 FP inh – PAFAH1B3 (human) inhibition; Q15102; recombinant PAFAH1B3, FP-rhodamine probe, fluorescence polarization; inhibition, % at 3.39 µM; actives 0.28% (n = 340,000);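 active = inhibition above the screen-wide average of all tested compounds plus 3 SD, cut at about 25% in these data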;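 also: 0% = enzyme with DMSO only and 100% = wells lacking PAFAH1B3 protein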
Target sequence (Q15102 whole entry, looked up): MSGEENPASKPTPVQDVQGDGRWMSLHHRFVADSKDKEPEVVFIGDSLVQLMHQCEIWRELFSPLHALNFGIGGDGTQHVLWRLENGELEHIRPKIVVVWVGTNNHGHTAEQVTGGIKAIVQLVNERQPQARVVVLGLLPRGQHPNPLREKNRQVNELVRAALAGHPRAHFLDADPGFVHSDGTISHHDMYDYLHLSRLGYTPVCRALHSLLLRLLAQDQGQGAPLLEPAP
PME-1 inh – PME-1 (human) inhibition; Q9Y570; recombinant PME-1, FP-Rh probe fluorescence polarization; inhibition, % at 5.9 µM; actives 0.53% (n = 320,000); AID 2130;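 active = inhibition above the campaign mean of all compounds plus 3 SD, cut at about 26% in these data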;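 also: competitive labeling of PME-1 active site by serine hydrolase directed probe; 0% = PME-1 with DMSO and 100% = wells lacking PME-1 enzyme; inhibitors block probe labeling so polarization falls and inhibition rises; many of its hits are not listed in these tables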
* marks the source's active call; other numbers are inactive results; / = not tested or not shown; & = joins results of further samples. A portion of the library (hit frequency here may not be typical).

mol	PAFAH1B2 FP inh	PAD4 FP inh	LYPLA1 counter	PAFAH2 FP inh	GSTO1 counter	pPAFAH inh	Fam108B inh	PAFAH1B3 FP inh	PME-1 inh
CCOc1cc(/C=C2/NC(=O)NC2=O)cc([N+](=O)[O-])c1O	-6	-3	2	5	19	1	9	-4	2
CC(=O)Nc1ccc(C(=O)Nc2ccc(S(=O)(=O)NCC3CCCO3)cc2)cc1 (stereo not drawn)	1	0	-2	-4	-2	-4	-4	7	-6
Cc1ccc(NC(=O)c2ccc(Cl)c(S(=O)(=O)NCC3CCCO3)c2)c(O)c1 (stereo not drawn)	0	-2	-4	-2	-3	-1	-5	0	4
COc1ccc(NC(=O)CCc2ccc(OC)c(OC)c2)cn1	3	3	0	-5	1	4	1	4	-5
CN(CC(=O)Nc1ccccc1Cl)C(=O)c1ccc(Cl)c(S(=O)(=O)N2CCCCCC2)c1	0	4	/	6	/	2	/	2	/
O=C1CC(c2ccco2)c2ccc3ccccc3c2N1 (stereo not drawn)	-1	-13	-5	5	4	0	2	-2	-12
O=C(COc1ccc(Br)cc1CO)Nc1ccc(F)cc1	0	-4	2	-4	5	-1	-4	4	-7
O=C(COC(=O)/C=C/c1ccc(OC(F)F)cc1)NC1CCCCC1	1	-4	2	60*	-5	5	-2	0	3
Cc1ccc2c(C)nc(/N=C(\N)NC(=O)N3c4ccccc4Sc4ccccc43)nc2c1	-6&0	-2	-1	-8&-9	-3	5	-7	-10&-1	-2
Cc1cc(NC(=O)CCN2C(=O)/C(=C/c3ccccc3Cl)SC2=S)no1	0	-2	3	12	4	-2	0	5	5
Cc1cc2c(ncn2C(C)C)c(N)c1C	5	0	0	-2	-12	2	0	7	5
CCCS(=O)(=O)N1CCN=C1SCc1cccc2ccccc12	-1	0	1	1	2	2	-1	1	6
CN(C)CCN(Cc1cc2cc3c(cc2nc1Cl)OCO3)C(=O)c1ccco1	0	-3	-2	12	4	4	-1	5	-2
CN(C)c1ccc(/C=N\Nc2ccccn2)cc1	7	0	3	5	-1	3	2	10	-2
COc1cccc(C2CC(=O)NC(SC)=C2C#N)c1 (stereo not drawn)	1	-2	1	-8	-2	6	-2	13	3
Clc1ccc(OCc2nc(-c3ccc(Br)o3)no2)cc1	10	4	2	2	-1	3	2	0	1
COC(=O)c1ncccc1SC	0	0	-1	3	5	7	2	8	3
Cc1nc2c(C)cccn2c1/C(O)=C1\C(=O)C(=O)N(CCN2CCOCC2)C1c1cccs1 (stereo not drawn)	4	-3	-1	1	7	5	3	4	-4
CCC(O)c1c(-c2ccccc2)nn(C)c1Cl (stereo not drawn)	9	-3	0	5	2	3	3	7	-4
COc1cc(/C=C2\SC(=S)N(CCC(=O)N3CCN(C)CC3)C2=O)cc(OC)c1OC	3	-33	-6	-4	-12	-14	1	10	-8
COc1ccc(N=C/C=C2\C=C(c3ccccc3)OC(C)(C)O2)cc1	3	0	1	4	0	11	5	4	1
CCCN(CCC)C(=O)Cn1c(=O)c2sccc2n2c(=S)sc(-c3ccccc3)c12	0	3	1	-1	-5	4	-2	7	1
CCOc1ccc(/C=N/n2c(COc3ccccc3)n[nH]c2=S)cc1OC	4	0	2	2	8	10	7	-2	-3
CC(=O)/C(=N/Nc1ccccc1C)N1CCOCC1	-2	-6	0	-5	-1	-3	-1	-1	2
Cc1ccc(C(=O)NC2(C(Cl)Cl)N=C(c3ccccc3)N=C2N)cc1 (stereo not drawn)	0	-1	4	4	-2	4	-3	3	6
CC1CCCN(C(=O)COC(=O)COc2ccc(C#N)cc2)C1 (stereo not drawn)	1	5	/	7	/	9	/	5	/
CCOC(=O)c1nc2ccccc2c(=O)[nH]1	0	-1	4	-1	-2	3	-2	-3	-5
CCOc1ccc(CN2C(=O)c3ccccc3C2=O)cc1C(=O)NC1CC(C)(C)NC(C)(C)C1	2	3	-2	9	/	3	/	0	-1
COc1ccc(NC(=O)CN2C(=O)c3cccc4cccc2c34)c(OC)c1	2	1	0	-3	4	7	2	8	0
CCOC(=O)c1c(-c2ccccc2)nc2ccccn12	3	-2	2	-3	-3	-3	3	1	0
Cc1ccccc1N1CCN(S(=O)(=O)c2cccs2)CC1	2	-1	1	1	-2	0	2	2	0
COc1ccc(Cl)cc1NC(=O)CSc1nnc(C)c(=O)n1N	3	0	2	-3	17	7	3	8	1
Cc1cccn2cc(CNS(=O)(=O)c3ccc4ccccc4c3)nc12	3	-1	0	0	-4	-2	-4	1	-7
Cc1cc(C)c(C#N)c(SCC(=O)Nc2ccc3c(c2)OCO3)n1	-8	2	-3	-3	-2	2	-1	6	6
O=C(O)CCCCCNC(=O)c1cccc(Br)c1	2	1	0	1	0	-2	3	2	-9
Nc1c(C(=O)c2ccccc2)oc2ccc(Br)cc12	-3	-4	-2	4	-4	6	-3	8	9
O=C(CCCSc1ccccc1)Nc1nc(-c2ccccn2)cs1	6	0	-3	-2	6	12	-1	0	1
CC(C)N(C(=O)[C@H]1CC(CC(=O)NCCN2CCOCC2)C(=O)N2CCc3c([nH]c4ccccc34)[C@]12C)C(C)C (stereo partly drawn)	7	4	/	-1	/	-3	/	10	/
O=C(O)C1CSC2(c3ccc(Br)cc3)CCC(=O)N12 (stereo not drawn)	11	-1	0	4	4	2	4	2	0
COc1ccc(CCNC(=O)CNC(=O)c2ccco2)cc1	3	2	0	1	5	-1	1	13	0
COC(=O)c1cc(F)c(-n2cncn2)c(F)c1	1	-1	0	7	5	-2	5	6	1
CC1(C)Cc2ccccc2-c2nnc(SCC(=O)Nc3ccc4c(c3)OCO4)n21	2	2	3	5	1	11	0	8	6
CC(=O)C1=C(C)NC(=O)NC1c1ccccc1 (stereo not drawn)	2	-3	0	2	-6	2	3	11	-4
Cc1ccc(OCC(=O)c2cc(C)c(C)cc2C)c([N+](=O)[O-])n1	2	-3	-5	11	3	14	8	3	-10
CCN(CC)CCNC(=O)c1ccc(NC(=O)COc2ccccc2F)cc1	-1	-2	0	7	1	3	1	5	-5
Cc1ccc(Cl)c(OCC(=O)N2CCc3ccccc3C2)c1	-3	2	7	3	-1	12	-1	3	2
CCCn1c(N)c(Br)c(=O)[nH]c1=O	2	-1	-4	7	3	-8	-1	2	-2
COC(=O)CSc1ncnc2c1sc1nc(-c3ccco3)c3c(c12)CC(C)(C)OC3	/	-1	-1	/	6	10	1	/	4
O=S(=O)(c1ccc(NC(=S)N/N=C/c2ccc(N3CCOCC3)cc2)cc1)N1CCOCC1	2	-2	-4	-10	0	6	11	2	8
COc1cc(N)ccc1C(=O)O	-2	2	-5	-1	2	7	-1	2	-4

Later entries:
mol	PAFAH1B2 FP inh	PAD4 FP inh	LYPLA1 counter	PAFAH2 FP inh	GSTO1 counter	pPAFAH inh	Fam108B inh	PAFAH1B3 FP inh	PME-1 inh
O=C(c1cc(-c2ccccc2)on1)N1CCN(c2ccccc2)CC1	4	-1	4	1	3	8	4	1	-2
COCCN(C(=O)c1cc(-c2ccco2)nc2ccccc12)c1c(N)n(Cc2ccccc2)c(=O)[nH]c1=O	-4	-1	/	11	/	11	/	-2	/
CCCCOc1ccccc1/C=N/NC(=O)CC#N	6	0	0	2	-3	10	1	14	-1
O=C(CN1CCCCC1)n1c2ccccc2c2ccccc21	1	-3	1	3	-12	4	-2	12	2
CC1=C(C(=O)N(C)Cc2ccccc2)C2(CCC(C)CC2)OC1=O (stereo not drawn)	5	-2	0	3	-3	1	-6	3	-6
O=C(Cc1ccc(F)cc1)NC1CCCCCC1	-1	-5	2	6	4	6	-7	3	-4
COc1ccc(C2=NN(C(=O)CCC(=O)O)C(c3ccc(F)cc3)C2)cc1 (stereo not drawn)	-2	-1	1	-4	-4	2	-1	6	-1
CCOC(=O)c1c(-c2ccc(C)o2)csc1NC(=O)COC(=O)c1ccc(NC(N)=O)cc1	-17	-13	-34	-19	-21	-10	-31	-28	-41
O=C1NCCNC(=O)c2ccccc2OCCOc2ccccc21	0	-2	-2	-2	3	-1	-1	1	1
Cc1cc(C)c(S(=O)(=O)Nc2ccc(N(C)C)cc2)c(C)c1-n1cnnn1	4	4	2	-2	8	-1	0	8	0
CC1CC(C)CN(C(=O)COC(=O)c2ccc3c(c2)OCO3)C1 (stereo not drawn)	7	-1	-3	1	/	2	/	4	-4
C=CCn1c(=NC(=O)c2cccs2)sc2cc(NC(C)=O)ccc21	-2	-4	-2	-11	0	9	-5	2	-2
O=C(Nc1ccc2c(c1)OCCO2)c1cccnc1	-4	-2	-3	4	-4	0	1	-2	-7
CSc1nsc(SC)c1C(=O)N1CCN(S(=O)(=O)c2ccc(C)cc2)C1C (stereo not drawn)	3	3	5	5	10	-1	1	-2	19
Cc1ccc(S(=O)(=O)c2c(C)nn(C(C)(C)C)c2OC(=O)c2ccc(Br)o2)cc1	-4	-4	-1	-2	1	4	0	1	2
CC(=O)c1ccn(S(=O)(=O)c2ccccc2)c1	11	-3	0	10	0	2	-5	2	-2
CC(=O)c1cnn(-c2cc(Oc3ccccc3C)ncn2)c1C	5	-5	1	6	3	3	3	3	8
Cc1onc(-c2c(F)cccc2Cl)c1C(=O)NNC(=O)C1CCN(Cc2ccccc2)CC1	8	-2	-1	4	2	-4	-2	-1	1
O=S(=O)(N=S(N1CCCCC1)N1CCCCC1)c1ccccc1	6	2	1	2	2	-1	1	5	3
COc1ccc(OCC(=O)OCC(=O)NCc2ccc(F)cc2)cc1	3	-1	-4	-2	10	22	2	1	-2
Cc1ccc(-c2csc(NC(=O)c3cccc([N+](=O)[O-])c3C(=O)O)n2)cc1	19	-3	-3	0	-3	4	4	4	1
COc1ccc(CNC(=O)c2ccc(CS(=O)(=O)c3ccccc3C)o2)cc1	0	-1	-2	0	2	6	1	-3	1
COc1ccc(C2C(C#N)=C(N)N(c3sc4c(c3C#N)CCCC4)C3=C2C(=O)CC(C)(C)C3)cc1 (stereo not drawn)	7	-16	-2	21	0	-3	-5	8	-3
COc1cnc(SC)nc1Nc1ccc(C#N)cc1	8	-1	-7	4	-1	1	-1	12	2
CCOc1ccc(C(CC(=O)O)NC(=O)c2cccs2)cc1OC (stereo not drawn)	0	0	-2	0	10	-3	-3	4	-4
CCCc1nc2oc3c(NCCCN(C)C)ncnc3c2c2c1CCCC2	/	3	-4	/	-2	1	0	/	-2
CCN(CC)S(=O)(=O)c1cccc(NC(=S)NC(=O)/C=C/c2ccc(S(=O)(=O)N3CCOCC3)cc2)c1	0	3	-8	-21	0	8	-25	-1	-9
COc1cc([N+](=O)[O-])ccc1NC(=O)COC(=O)c1n[nH]c2ccccc12	-1	2	-9	7	1	-1	1	3	1
O=c1[nH]cnc2cc(-c3ccccc3)sc12	6	-3	0	9	6	4	2	7	-4
CCOC(=O)c1c(NC(=O)Cn2nc(C(=O)O)c3ccccc3c2=O)sc(C)c1C	-3	-2	-5	-4	0	-1	-1	2	-3
COc1cc(C2C(C(C)=O)=C(O)C(=O)N2c2ccc(Br)cn2)ccc1O (stereo not drawn)	5	-7	-4	4	4	2	4	4	4
